High-throughput results (PubChem BioAssay)
AI-2 QS modul = Vibrio harveyi AI-2 quorum sensing modulators, primary screen, JMH597 strain, luminescence/OD600 ratio | Vibrio harveyi JMH597 AI-2 luminescence/OD600 ratio, 9 h; active compounds read low; strain lacks LuxN and CqsS sensors; 0 = neutral-control median | activity change, % at 7.5 µM | actives 0.4% (n = 300,000) | AID 2094, 2009; in the data active = activity change below about -75%, passing the limit was not always enough;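 also: luminescence divided by OD600 gain over 9 h not by final OD600 alone; inactives centre near 13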
Platelet DG rel = inhibitors of platelet dense granule secretion, primary screen, cell-based, MLPCN, human platelets; actives 0.22% (n = 300,000); human platelet-rich plasma, SFLLRN dense granule ATP release, luminescence; inhibition, %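 (compounds screened at 7.5 µM in platelet-rich plasma)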;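 active = mean replicate score, as percent of positive control, at or above 50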
HSP90 refold inh = HSP90 inhibitors, primary screen, cell lysate, luminescence; Heat shock protein HSP 90 (rabbit reticulocyte lysate; luciferase refolding); Rabbit reticulocyte lysate, luciferase refolding luminescence, 3 h; inhibition, % at 5.6 µM; actives 0.91% (n = 290,000);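 active = inhibition above the screen-wide mean plus 3 SD, computed separately per campaign, cut at about 16% in these data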;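 also: 0% = DMSO wells and 100% = 60 µM geldanamycin wells; inhibitors lower the luminescence because luciferase stays unfolded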
HSF1 inh = HSF1 inhibitors in luciferase reporter cells, primary screen, cell-based, NIH3T3, luminescence; NIH3T3-HGL HSE-luciferase, MG132-induced, luminescence 8 h; active compounds read low; activity change, negative = inhibition, % at 7.5 µM (by protocol); actives 0.77% (n = 300,000); AID 2098, 2009;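 active = more than half of replicate wells show activity change below -50%, luminescence cut by over half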;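 also: luciferase reports HSF-1 transcriptional activity via heat shock element; 0% = median of DMSO wells and -100% = zero luminescence signal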
HDAC3 inh = HDAC3 deacetylase inhibitors, primary screen, biochemical, fluorescence, cell-free homogeneous. Histone deacetylase 3 (Homo sapiens), O15379. recombinant HDAC3, fluorogenic peptide/trypsin coupled. inhibition, % at 8.3 µM. actives 0.15% (n = 320,000); in the data active = inhibition above about 26%, passing the limit was not always enough
GSK3 alpha inh = blockers of GSK3A enzyme activity – biochemical, luminescence, cell-free homogeneous, HTS, primary screen. GSK-3 alpha kinase, ADP-Glo luminescence, 60 min. inhibition, % at 10 µM. actives 0.1% (n = 320,000). AID 2650, 2010;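 in the data active = inhibition above about 50%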;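 also: GST-tagged GSK-3 alpha with peptide substrate and 25 µM ATP; 0% = DMSO neutral wells and 100% = GW8510 positive control wells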
Target sequence (P49840 whole entry, looked up): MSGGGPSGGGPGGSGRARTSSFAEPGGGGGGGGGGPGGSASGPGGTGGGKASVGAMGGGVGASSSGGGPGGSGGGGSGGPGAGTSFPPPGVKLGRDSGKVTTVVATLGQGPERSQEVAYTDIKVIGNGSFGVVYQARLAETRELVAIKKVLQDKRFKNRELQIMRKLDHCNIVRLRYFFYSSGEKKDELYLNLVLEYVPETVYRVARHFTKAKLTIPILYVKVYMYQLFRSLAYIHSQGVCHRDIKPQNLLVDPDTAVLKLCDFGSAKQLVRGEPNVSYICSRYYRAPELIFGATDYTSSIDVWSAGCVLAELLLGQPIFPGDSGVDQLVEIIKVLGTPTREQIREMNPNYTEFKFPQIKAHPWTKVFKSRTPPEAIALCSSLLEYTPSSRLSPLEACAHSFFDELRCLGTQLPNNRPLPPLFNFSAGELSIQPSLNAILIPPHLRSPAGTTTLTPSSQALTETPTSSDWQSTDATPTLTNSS
PolyA inhibitor = polyadenylation inhibitors in yeast reporter cells, primary screen, luminescence, S. cerevisiae; AID 1875, 2009; S. cerevisiae SKY197-pL101 polyadenylation reporter, beta-gal luminescence; efflux-impaired pdr1/pdr3 knockout yeast; score 100 = 6 SD above DMSO; actives 0.02% (n = 300,000); calls only at 12 µM;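 active = lowest replicate activity score at least 50, where 100 means six control SD above control mean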;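 also: yeast exposed to compound for 9 h at 30 °C; higher score means more reporter readthrough which indicates perturbed polyadenylation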
GSK3beta inhib = human GSK3beta kinase inhibitors, primary screen, biochemical, cell-free homogeneous, HTS | GST-GSK3beta kinase, ADP-Glo luminescence, 60 min; active compounds read low | actives 0.038% (n = 300,000) | AID 2097, 2009 | activity score (negative = inhibition), % at 10 µM;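 active = more than half of replicate wells score below -50%, meaning over 50% inhibition versus plate controls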;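 also: 0% = median DMSO wells and -100% = median GW8510 positive control wells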
Target sequence (P49841 whole entry, looked up): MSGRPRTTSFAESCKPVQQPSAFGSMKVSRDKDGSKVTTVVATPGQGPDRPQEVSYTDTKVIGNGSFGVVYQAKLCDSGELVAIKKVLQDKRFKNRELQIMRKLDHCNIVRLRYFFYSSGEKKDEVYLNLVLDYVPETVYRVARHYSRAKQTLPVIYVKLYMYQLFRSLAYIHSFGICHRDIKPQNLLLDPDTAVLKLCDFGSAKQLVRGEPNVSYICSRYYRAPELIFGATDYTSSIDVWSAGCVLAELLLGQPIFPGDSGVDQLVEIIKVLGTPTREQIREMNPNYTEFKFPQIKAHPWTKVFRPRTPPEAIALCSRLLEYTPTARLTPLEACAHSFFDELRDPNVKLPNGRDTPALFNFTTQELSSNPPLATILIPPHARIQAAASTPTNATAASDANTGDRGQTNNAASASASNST
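Test system: GST-fused GSK3beta enzyme, cell-free | Quantity: 1.6 ng GST-GSK3beta enzyme per well | Reagent: 25 µM ATP with peptide substrate | Schedule: 60 min enzyme reaction, room temperature | Signal: Luminescent ADP-Glo measurement of ADP formed | Read-out basis: Score relative to plate controls | Control set: DMSO and 20 µM GW8510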
DYRK1A inh = rat Dyrk1A kinase inhibitors, primary screen, biochemical, single point, plate reader. inhibition, % at 12.5 µM. Dual specificity tyrosine-phosphorylation-regulated kinase 1A (Rattus norvegicus), Q63470. ADP-Glo luminescence, NFATc1 peptide. AID 504441, 2011. actives 0.43% (n = 310,000); in the data active = inhibition above about 50%;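 also: plate controls were vehicle with enzyme for no effect and no enzyme for full effect; many of its hits are not listed in these tables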
HSF1 activator = HSF-1 activators, primary screen, NIH3T3-HGL cells, MG132 stress, luminescence, single point; NIH3T3-HGL HSF-1 luciferase reporter, 8 h; 100% = twice DMSO control signal; activation, % at 9 µM; actives 1.7% (n = 300,000); AID 504408, 2011;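 active = mean replicate activation of at least 50% with a set share of replicates each reaching 50%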;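 also: 0% = median of the neutral control wells and 100% = twice that signal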
Numbers without * were called inactive; i = inactive; x = no result given.

Fields: DYRK1A inh | HDAC3 inh | GSK3 alpha inh | Platelet DG rel | GSK3beta inhib | AI-2 QS modul | PolyA inhibitor | HSF1 activator | HSP90 refold inh | HSF1 inh
> O=C(NCc1ccc(Cl)cc1)C1CCC(=O)N(C2CC2)C1 (centres undefined)
  -1 | 0 | -1 | -36 | 4 | 44 | i | 13 | -1 | 1
> O=C(CSc1cn(CCNC(=O)c2c(F)cccc2F)c2ccccc12)NCC1CCCO1 (centres undefined)
  -1 | -9 | 1 | -2 | -1 | 17 | i | 5 | 1 | 1
> COCC1CCCN(Cc2nc(C(c3ccccc3)c3ccccc3)no2)C1 (centres undefined)
  -10 | 1 | 0 | 3 | 3 | 3 | i | 1 | -4 | 4
> Cc1c(/C=N/NC(=O)c2cccnc2)c2ccccn2c1C(=O)c1ccc(F)cc1
  x | 3 | -2 | 9 | -2 | 14 | i | -18 | 1 | 0
> COc1ccc(CCNc2ncnc3c2oc2ccccc23)cc1OC
  7 | -2 | 19 | 0 | -6 | 13 | i | 6 | -1 | -1
> Cc1c(NC(=O)c2nn(C)c(=O)c3ccccc23)c(=O)n(-c2ccccc2)n1C
  4 | 7 | -1 | -7 | 1 | 21 | i | -7 | -2 | -5
> COc1ccc(C(=O)Oc2ccc(/C=N/NC(=O)c3ccccc3OC)cc2[N+](=O)[O-])cc1
  2 | x | x | -15 | 1 | 25 | i | 19 | 1 | -3
> CC1=CC(C)(C)NC(=S)N1c1ccc(C)c(C)c1
  2 | -7 | 4 | -10 | -20 | 5 | i | -2 | 0 | -11
> Cn1cccc1C(=O)NC(=O)COC(=O)CC12CC3CC(CC(Br)(C3)C1)C2
  -3 | 2 | 0 | 10 | 0 | 21 | i | -2 | 8 | -10
> COC(=O)C(C)Oc1ccc(Oc2nc(Cl)ccc2Cl)cc1 (centres undefined)
  0 | 4 | -2 | 1 | -3 | 14 | i | 25 | 3 | 4
> O=C(O)c1cccc(Nc2ccc([N+](=O)[O-])c3nonc23)c1
  3 | 13 | 5 | -3 | -1 | 5 | i | -3 | -1 | -1
> Oc1cccc(CN2CCCCC2)c1
  -3 | 4 | -1 | 1 | 0 | 20 | i | 11 | -2 | -1
> Cc1ccc(C(=S)N2CCN(Cc3ccccc3)CC2)s1
  0 | 11 | -9 | 0 | -2 | 1 | i | x | -1 | x
> COc1ccc(C/C(N)=N/OC(=O)c2cccc([N+](=O)[O-])c2)cc1
  -3 | 1 | 1 | 3 | 4 | 6 | i | 1 | -2 | 2
> CC(=O)c1c(C)nn(CC(=O)NC2CCCN(Cc3ccc(CC(C)C)cc3)C2)c1C (centres undefined)
  6 | 6 | 0 | 77* | x | 4 | i | 14 | -1 | 0
> COc1ccc(NC(=O)C2CCCCN2S(=O)(=O)c2ccc(F)cc2)cc1 (centres undefined)
  x | 7 | -3 | 22 | -3 | 20 | i | 7 | 4 | 1
> Cc1ccc(-c2ccccc2[C@@H]2C[C@H]3CN(C)C(=O)[C@]34CCCN24)o1
  -1 | 4 | -5 | 4 | 1 | 18 | i | 10 | -3 | 7
> NS(=O)(=O)c1ccc(N=Nc2c(-c3ccccc3)[nH]n(-c3nc(-c4ccccc4)cs3)c2=O)cc1
  -6 | 2 | -1 | -9 | 2 | 18 | i | -24 | 3 | -10
> COc1ccc(C2c3ccc4ccccc4c3Oc3ncn(CCN(C)C)c(=N)c32)cc1 (centres undefined)
  1 | 15 | 3 | -4 | -4 | 10 | i | 5 | 11 | 9
> COc1ccccc1-n1c(CNC(=O)c2ccco2)nnc1SCC(=O)Nc1nccs1
  0 | 6 | -5 | 1 | 0 | 57 | i | 13 | -1 | 11

Random excerpt: 2 compounds from above, in no set order.
Fields: DYRK1A inh | HDAC3 inh | GSK3 alpha inh | Platelet DG rel | GSK3beta inhib | AI-2 QS modul | PolyA inhibitor | HSF1 activator | HSP90 refold inh | HSF1 inh
> COC(=O)C(C)Oc1ccc(Oc2nc(Cl)ccc2Cl)cc1 (centres undefined)
  0 | 4 | -2 | 1 | -3 | 14 | i | 25 | 3 | 4
> O=C(CSc1cn(CCNC(=O)c2c(F)cccc2F)c2ccccc12)NCC1CCCO1 (centres undefined)
  -1 | -9 | 1 | -2 | -1 | 17 | i | 5 | 1 | 1

The listing continues:
Fields: DYRK1A inh | HDAC3 inh | GSK3 alpha inh | Platelet DG rel | GSK3beta inhib | AI-2 QS modul | PolyA inhibitor | HSF1 activator | HSP90 refold inh | HSF1 inh
> Cc1c(Cl)cccc1NC(=S)NCCc1ccc(Cl)cc1
  x | -2 | 1 | 0 | -4 | 2 | i | 5 | 0 | 0
> Cc1ccc(C2=CSC3=NCCN23)cc1
  12 | 9 | -3 | 3 | -5 | 21 | i | -4 | x | -7
> CN(Cc1ccccc1)C(=O)CC(c1ccccc1)c1cc(Cl)ccc1O (centres undefined)
  1 | -2 | 3 | -3 | 2 | 17 | i | x | 2 | x
> CCOC1(c2ccccc2)OC(=O)c2ccccc21 (centres undefined)
  5 | -3 | 3 | 1 | 2 | -8 | i | 1 | -2 | 5
> Cc1ccccc1Nc1c(-c2ccncc2)nc2ccc(Br)cn12
  3 | 2 | 2 | -4 | 4 | 19 | i | 1 | -5 | -3
> CCN1CCN(c2ccc(S(=O)(=O)N3CCCCC3)cc2NC(=O)c2sccc2C)CC1
  -4 | 7 | 7 | -6 | 3 | 31 | i | -6 | x | 2
> O=S(=O)(Cc1cc(Sc2ccc(Cl)cc2)nc(-c2ccccc2)n1)c1ccccc1
  1 | -2 | -5 | 6 | 3 | -6 | i | 3 | 3 | 8
> O=C(c1ccco1)N1CCN(C(=O)c2cc(-c3ccccn3)nc3ccc(Cl)cc23)CC1
  1 | -2 | 0 | 5 | 1 | 13 | i | 8 | 1 | -1
> CCNc1nc(NCC)n2c(SCC(=O)Nc3ccc(F)cc3[N+](=O)[O-])nnc2n1
  x | -7 | -1 | -18 | -2 | 28 | i | -9 | -4 | -4
> On1c(-c2ccccc2Cl)nc2ccccc21
  -2 | -4 | 1 | 8 | 1 | 10 | i | -3 | 5 | -2
> Cc1ccc(OCC(O)Cn2c(N)nc3c2c(=O)n(C)c(=O)n3C)cc1 (centres undefined)
  8 | 1 | -2 | 12 | 0 | 13 | i | -2 | -1 | 3
> O=C(Nc1cnccn1)c1ccncc1
  26 | 3 | 10 | 7 | -12 | 5 | i | -3 | 0 | -7
> COc1ccc(S(=O)(=O)NCC(c2ccc3c(c2)OCO3)N2CCOCC2)cc1C (centres undefined)
  -6 | 3 | -8 | 12 | -23 | -11 | i | -16 | x | 7
> Cc1ccccc1NC(=O)CSc1nnc(Cc2ccccc2)o1
  2 | 2 | -3 | -2 | -1 | 24 | i | 25 | -3 | 10
> C/C(=N\NC(=O)c1cc(-c2cccnc2)nc2ccccc12)c1ccccc1O
  -5 | 2 | 4 | -3 | 2 | 29 | i | -4 | -3 | -4
> O=C(CCl)Nc1cn(-c2ccccc2)nc1-c1ccc(F)cc1
  3 | 0 | -1 | -27 | 0 | -18 | i | -85 | -4 | -84*
> CC1CCCCN1Cc1nc2c(c(=O)n(C)c(=O)n2C)n1Cc1c(F)cccc1Cl (centres undefined)
  3 | 8 | 4 | x | x | x | x | x | 3 | x
> CC(C)N(C)CCOC(=O)c1ccc2c(c1)OCCO2
  6 | 2 | 0 | 1 | 3 | -2 | i | -11 | -2 | 3
> O=C(O)CN1C(=O)CSC1=S
  0 | 0 | -3 | 6 | -1 | 8 | i | 15 | -1 | 9
> CC(C)(C)c1ccc(OCC(=O)NCCN2CCOCC2)cc1
  -1 | 4 | 0 | -6 | -1 | 12 | i | 8 | -3 | -3
> Cc1ccc(C(=O)N(CC(=O)NC2CCCC2)c2ccc3c(c2)OCCO3)s1
  -3 | 8 | 1 | -44 | -1 | 10 | i | -6 | 1 | -10
> CN(C)S(=O)(=O)c1ccc(N2CCCC2)c(C(=O)Nc2nc(-c3ccc(F)c(F)c3)cs2)c1
  x | -8 | -1 | -10 | -1 | 15 | i | -10 | -1 | -6
> O=C(NCc1cccnc1)c1ccc(COc2ccc(Cl)cc2Cl)o1
  1 | 4 | -1 | 4 | 1 | 24 | i | 8 | -2 | 2
> N#C/C(=N\Nc1cccc(F)c1)C(=O)C1CC1
  -1 | 0 | -2 | 4 | 1 | -11 | i | -6 | -4 | 2
> COc1ccc2cnn(CCOc3ccccc3)c(=O)c2c1OC
  2 | 3 | -1 | -33 | -1 | 24 | i | 8 | 21* | 14
> Cc1ccc(/C=C2\SC(=S)N(CCCC(=O)Nc3nccs3)C2=O)cc1
  0 | 4 | -4 | -2 | -1 | 21 | i | 7 | 6 | -3
> Cc1ccc(CS(=O)(=O)CC(C)(O)c2ccc(Cl)cc2)cc1 (centres undefined)
  1 | 10 | 0 | 2 | 3 | 17 | i | -1 | 3 | 10
> COc1ccc(NC(=S)NCc2cccs2)cc1OC
  -5 | 5 | 0 | 0 | -2 | 46 | i | 18 | 4 | 7
> Cc1cc(F)ccc1S(=O)(=O)N1CCCOC1CNC(=O)C(=O)NC1CCCC1 (centres undefined)
  20 | 4 | -2 | -3 | 2 | 19 | i | -5 | -4 | -1
> Cc1ccccc1NC(=O)CN1C(=O)S/C(=C\c2ccc(-c3cccc(C(=O)O)c3C)o2)C1=O
  -3 | 13 | -2 | 6 | -2 | 19 | i | -16 | 3 | -4
> CCc1cccc(NC(=O)C2CCCC2)c1
  -1 | -3 | 0 | 3 | -4 | 8 | i | 0 | 2 | 2
> CCOc1cc(/C=N/NC(N)=O)cc(Br)c1OCc1ccccc1
  -3 | 0 | -2 | 1 | -1 | 7 | i | 6 | x | 6
> CC(C)c1ccc(C2C3=C(COC3=O)Nc3cc4c(cc32)OCO4)cc1 (centres undefined)
  -1 | -8 | -1 | 15 | -1 | -1 | x | -1 | 0 | -2
> CCc1cc(C(=O)Nc2ncccc2O)sc1C
  -2 | -3 | -5 | -3 | -5 | 26 | i | 42 | 43* | 23
> CC(C)(C)NC(=O)c1ccc(NC(=O)C2COc3ccccc3O2)cc1 (centres undefined)
  -5 | 9 | -1 | -3 | -1 | 29 | i | 5 | -4 | 4
> Cc1cc(Br)c(NC(=O)CN2CCCC2)c(Br)c1
  0 | x | x | 0 | 1 | 12 | i | 21 | 1 | 6
> O=C(c1ccc(N2CCCC2=O)cc1)N1CCN(c2ccccc2F)CC1
  4 | -7 | 0 | 6 | 2 | 30 | i | 14 | -2 | 3

The list is partial; the hit share may differ from the screen's.
